PV pol inh = inhibitors of poliovirus RNA polymerase binding and polymerization. poliovirus polymerase elongation, fluorescence polarization; stronger effect = lower value. % elongation, % (compound at 16.7 µg/mL). hit rate 0.66% among 150,000; in the data active = % elongation below about 90%; also: some results filed as inactive read as strong as hits
Target sequence (P03300 1749-2209 limits assumed): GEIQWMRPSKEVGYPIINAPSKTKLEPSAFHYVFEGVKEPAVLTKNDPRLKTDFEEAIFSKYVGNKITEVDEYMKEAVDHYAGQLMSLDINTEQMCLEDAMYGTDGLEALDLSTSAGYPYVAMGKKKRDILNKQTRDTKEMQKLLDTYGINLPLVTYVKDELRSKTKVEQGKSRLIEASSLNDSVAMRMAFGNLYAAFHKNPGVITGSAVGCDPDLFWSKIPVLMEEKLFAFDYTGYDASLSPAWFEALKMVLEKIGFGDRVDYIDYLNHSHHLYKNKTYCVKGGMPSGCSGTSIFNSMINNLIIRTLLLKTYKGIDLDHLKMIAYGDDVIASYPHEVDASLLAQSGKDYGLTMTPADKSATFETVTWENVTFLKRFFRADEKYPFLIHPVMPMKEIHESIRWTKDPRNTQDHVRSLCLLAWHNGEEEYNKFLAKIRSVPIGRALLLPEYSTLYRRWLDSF
PV pol inh FP z-score = also measured in PV pol inh; calls as there; z-score; measured here: FP z-score; hits read low
* hit, by the source's call; & = joins results of further samples.

Screening CCOC(=O)C1=C(CC)Nc2ccccc2N=C1NC(=O)Cn1cnc2ccccc2c1=O returned PV pol inh 100.0 and PV pol inh FP z-score -0.4.
For Cc1cc(/C=C2\C(=O)NC(=S)N(c3ccccc3F)C2=O)c(C)n1-c1ccc(Cl)c(C(=O)O)c1 the results were PV pol inh 99.0 and PV pol inh FP z-score -0.7.
`CCc1ccccc1Nc1nc2ccccc2n2cnnc12` gave PV pol inh 105.0 and PV pol inh FP z-score -0.1.
`O=C1C2=C/C(=C\N3CCCCC3)C(=O)N2c2ccccc21` gave PV pol inh 44.0 and PV pol inh FP z-score -8.1.
`Cc1c2cnn(-c3ccccc3)c(=O)c2c(C)n1CCCC(=O)N(C)Cc1ccccc1` gave PV pol inh 103.0 and PV pol inh FP z-score 0.
Screening CCOc1ccccc1NC(=O)C1CCN(S(=O)(=O)c2c(C)noc2/C=C/c2ccc(C)cc2)CC1 returned PV pol inh 108.0 and PV pol inh FP z-score 0.4.
`O=C(NC(=S)NCCN1CCOCC1)c1cccc(C(F)(F)F)c1` gave PV pol inh 100.0 and PV pol inh FP z-score -0.5.
For O=C(NCCc1ccc(Cl)cc1)C(=O)NCC(c1ccco1)S(=O)(=O)c1cccs1 (centres undefined) the results were PV pol inh 101.0 and PV pol inh FP z-score -1.3.
`O=C(c1ccccc1)N1c2ncnn2C2(CCCCC2)[C@@H]2CCCC[C@@H]21` gave PV pol inh 105.0 and PV pol inh FP z-score 0.2.
COC(=O)CC1Oc2ccccc2-n2cc(-c3ccccc3)nc21 (centres undefined) was read as PV pol inh 109.0 and PV pol inh FP z-score 1.2.
For COc1cc2c(cc1O)CC1c3c(cc(O)c(OC)c3-2)CCN1C (centres undefined) the results were PV pol inh 98.0 and PV pol inh FP z-score -0.1.
`Cc1ccc2[nH]cc(CC(C)N)c2c1` (centres undefined) gave PV pol inh 102.0 and PV pol inh FP z-score 0.
Screening CCN1CCCC1CNC(=O)c1cnc(SC)nc1-c1ccccc1 (centres undefined) returned PV pol inh 102.0 and PV pol inh FP z-score -0.4.
For COc1cccc(C(c2sc3nc(-c4ccco4)nn3c2O)N2CCN(c3ccccc3F)CC2)c1 (centres undefined) the results were PV pol inh 113.0 and PV pol inh FP z-score 1.4.
`CC(=O)Nc1ccc(-n2cc(-c3ccccc3)nc2SCC(N)=O)cc1` gave PV pol inh 102.0 and PV pol inh FP z-score 0.3.

Reprinted from the part before: 4 entries; new compounds follow.
`Cc1ccc2[nH]cc(CC(C)N)c2c1` (centres undefined) gave PV pol inh 102.0 and PV pol inh FP z-score 0.
Screening CCN1CCCC1CNC(=O)c1cnc(SC)nc1-c1ccccc1 (centres undefined) returned PV pol inh 102.0 and PV pol inh FP z-score -0.4.
For COc1cccc(C(c2sc3nc(-c4ccco4)nn3c2O)N2CCN(c3ccccc3F)CC2)c1 (centres undefined) the results were PV pol inh 113.0 and PV pol inh FP z-score 1.4.
`CC(=O)Nc1ccc(-n2cc(-c3ccccc3)nc2SCC(N)=O)cc1` gave PV pol inh 102.0 and PV pol inh FP z-score 0.3.
Screening CCOc1ccc2nc(SCC(=O)N3CCN(C(=O)c4ccc(C)cc4)C3)sc2c1 returned PV pol inh 102.0 and PV pol inh FP z-score 0.1.
`Cc1ccc(-c2c(CN3CCN(C)CC3)csc2C)cc1` gave PV pol inh 102.0 and PV pol inh FP z-score 0.3.
For CCN1CCN(c2cc(C)c3cc(NC(=O)C4CCCCC4)ccc3n2)CC1 the results were PV pol inh 102.0 and PV pol inh FP z-score 0.4.
Screening Cc1noc(C(=O)N2CCN(C(c3ccccc3)c3ccccc3)CC2)c1Cl returned PV pol inh 100.0 and PV pol inh FP z-score 0.
Screening O=C(CN1C(=O)CCC1=O)c1ccc2c(c1)OCCO2 returned PV pol inh 98.0 and PV pol inh FP z-score -0.5.
Screening COc1ccc(S(=O)(=O)N(CCc2ccccc2)CC(=O)Nc2cccc(OC)c2)cc1 returned PV pol inh 111.0 and PV pol inh FP z-score 1.1.
Screening CC1(C)Cc2c(sc(NC(=O)c3ccccc3)c2C#N)C(C)(C)N1 returned PV pol inh 95.0 and PV pol inh FP z-score -1.5.
CCOC(=O)c1ccc(NC(=O)C(=O)NCc2ccco2)cc1 was read as PV pol inh 106.0 and PV pol inh FP z-score 0.3.
`c1ccc(-c2cnc(CSc3nc4c(n3-c3ccccc3)CCCC4)o2)cc1` gave PV pol inh 102.0 and PV pol inh FP z-score -0.1.
Screening Cc1ccc(Nc2cc(C)c(C#N)c3nc4ccccc4n23)c(C)c1 returned PV pol inh 107.0 and PV pol inh FP z-score 0.7.
FC(F)(F)c1ccccc1NNC(=S)NCCN1CCOCC1 was read as PV pol inh 98.0 and PV pol inh FP z-score -0.8.
For Cc1ccc(C(=O)NCC(c2cccs2)S(=O)(=O)c2ccccc2)cc1C (centres undefined) the results were PV pol inh 104.0 and PV pol inh FP z-score -0.6.
For c1cn2cc(CSC3CCCC3)nc2s1 the results were PV pol inh 99.0 and PV pol inh FP z-score -1.2.
Screening CN(C)C(=O)COC(=O)c1ccc(S(=O)(=O)N2CCCC2)cc1 returned PV pol inh 108.0 and PV pol inh FP z-score 0.5.
For Cc1cccc(NC(=O)Nc2ccc(F)cc2)n1 the results were PV pol inh 106.0 and PV pol inh FP z-score -0.7.
`NNC(=O)c1ccc(Oc2ccc(C(=O)NN)cc2)cc1` gave PV pol inh 97.0 and PV pol inh FP z-score -0.9.
`CSc1cccc(NC(=O)C(C)NS(=O)(=O)c2ccccc2)c1` (centres undefined) gave PV pol inh 101.0 and PV pol inh FP z-score 0.1.
`CC(C)OC(=O)/C(C#N)=C/c1ccc(-c2ccc(Cl)c(Cl)c2)o1` gave PV pol inh 107.0 and PV pol inh FP z-score 0.3.
c1cc2c(cc1-c1ccc(SCCN3CCCCC3)nn1)OCO2 was read as PV pol inh 101.0 and PV pol inh FP z-score 0.1.
Screening O=C(C1CCCCN1S(=O)(=O)c1ccc(F)cc1)N1CCN(c2ccccc2F)CC1 (centres undefined) returned PV pol inh 101.0 and PV pol inh FP z-score 0.2.
For CCCCCCCCCCCCCCCCOC[C@H](COP(=O)([O-])OCC[N+](C)(C)C)OC(=O)NC the results were PV pol inh 98.0&100.0 and PV pol inh FP z-score -1.1&0.
Screening CC(=O)N1CCc2c(sc3c2c(=O)n(-c2ccccc2)c(=O)n3CC(=O)c2ccc(F)cc2)C1 returned PV pol inh 103.0 and PV pol inh FP z-score -0.5.
For Cc1nn(-c2ccccc2)c(C)c1/C=C/C(=O)OCc1nc2ccsc2c(=O)[nH]1 the results were PV pol inh 99.0 and PV pol inh FP z-score -0.4.
For Cc1ccc2c(=O)cc(C(=O)Nc3ccc(S(=O)(=O)N(C)Cc4ccccc4)cc3)oc2c1 the results were PV pol inh 104.0 and PV pol inh FP z-score -0.7.
For Cc1ccc(N(C(=O)COc2c(C)cccc2C)S(=O)(=O)c2ccc(Cl)cc2)cc1 the results were PV pol inh 104.0 and PV pol inh FP z-score 0.2.
`COC(=O)c1ccc(-c2ccc(/C=C3/C(=N)N4N=C(COc5ccccc5)SC4=NC3=O)o2)cc1` gave PV pol inh 67.0 and PV pol inh FP z-score -6.1.
CC(C)(C)c1ccc(-c2nc(S(=O)(=O)c3ccccc3)c(N3CCOCC3)o2)cc1 was read as PV pol inh 106.0 and PV pol inh FP z-score 0.2.
`Nc1c(Br)cc(Br)cc1CNC1CCC(O)CC1` (centres undefined) gave PV pol inh 101.0&101.0 and PV pol inh FP z-score 0.2&0.2.
`CC(NC(=O)c1ccc(S(=O)(=O)N2CCCCC2)cc1)C(c1ccccc1)N1CCOCC1` (centres undefined) gave PV pol inh 99.0 and PV pol inh FP z-score -0.2.
Cc1cccc(-c2nnc(C3CCN(S(=O)(=O)Cc4ccccc4)CC3)o2)c1 was read as PV pol inh 98.0 and PV pol inh FP z-score -3.

Some of these compounds in order of SMILES length, descending:
`CC(NC(=O)c1ccc(S(=O)(=O)N2CCCCC2)cc1)C(c1ccccc1)N1CCOCC1` (centres undefined) gave PV pol inh 99.0 and PV pol inh FP z-score -0.2.
For Cc1nn(-c2ccccc2)c(C)c1/C=C/C(=O)OCc1nc2ccsc2c(=O)[nH]1 the results were PV pol inh 99.0 and PV pol inh FP z-score -0.4.
c1cc2c(cc1-c1ccc(SCCN3CCCCC3)nn1)OCO2 was read as PV pol inh 101.0 and PV pol inh FP z-score 0.1.

The listing continues.
Screening Cc1[nH]n(-c2ccccc2)c(=S)c1C=NC(C)Cc1ccccc1 (centres undefined) returned PV pol inh 102.0 and PV pol inh FP z-score 0.3.
`Cc1ccc(C)c(Nc2cn[nH]c(=O)c2Cl)c1` gave PV pol inh 99.0 and PV pol inh FP z-score -0.4.
Screening O=C(NCCn1cc(SCc2ccc(Cl)cc2)c2ccccc21)c1cccs1 returned PV pol inh 106.0 and PV pol inh FP z-score 0.5.
For CCN1c2ccccc2NC2N=C(OC)C(c3ccccc3)C21 (centres undefined) the results were PV pol inh 106.0 and PV pol inh FP z-score 0.9.
`Cc1ccccc1NC(=O)CC(NCc1cccnc1)C(=O)O` (centres undefined) gave PV pol inh 103.0 and PV pol inh FP z-score -0.5.
O=C(CCN1CCCCC1)N/N=C/c1ccccc1OC(F)F was read as PV pol inh 106.0 and PV pol inh FP z-score 0.5.
Screening N#CC(c1ccccn1)c1nc(=O)c2ccccc2s1 (centres undefined) returned PV pol inh 101.0 and PV pol inh FP z-score -0.2.
`COc1ccccc1CCNC(=O)Cc1c(C)c2c(cc(C)c3c(C)coc32)oc1=O` gave PV pol inh 105.0 and PV pol inh FP z-score -0.8.
`CCOC(=O)CSc1nc(NC#N)nc(N(CC)CC)n1` gave PV pol inh 101.0 and PV pol inh FP z-score 0.
For O=c1c2ccccc2ncn1CN1CCN(Cc2ccccc2)CC1 the results were PV pol inh 100.0 and PV pol inh FP z-score -0.2.
Screening COc1cc2c(cc1OC)CN(c1ccc3ccccc3n1)CC2 returned PV pol inh 89.0* and PV pol inh FP z-score -1.5*.
`CCCCCc1ccc(-c2ccc(C#N)cc2)nc1` gave PV pol inh 101.0 and PV pol inh FP z-score 0.2.
Screening Cc1ccn2cc(C(=O)OCCOc3ccccc3Cl)nc2c1 returned PV pol inh 104.0 and PV pol inh FP z-score 0.1.
`CC(C)c1n[nH]c(=S)n1N` gave PV pol inh 62.0* and PV pol inh FP z-score -2.9*.
COc1cccc(N2CC(NC(=O)Cc3cccs3)CC2=O)c1 (centres undefined) was read as PV pol inh 105.0 and PV pol inh FP z-score -0.5.

Next section, overlapping the part above by three compounds.
Screening Cc1ccn2cc(C(=O)OCCOc3ccccc3Cl)nc2c1 returned PV pol inh 104.0 and PV pol inh FP z-score 0.1.
`CC(C)c1n[nH]c(=S)n1N` gave PV pol inh 62.0* and PV pol inh FP z-score -2.9*.
COc1cccc(N2CC(NC(=O)Cc3cccs3)CC2=O)c1 (centres undefined) was read as PV pol inh 105.0 and PV pol inh FP z-score -0.5.
For COC(=O)CNc1cc(C)c(C(O)(C(F)(F)F)C(F)(F)F)cc1OC the results were PV pol inh 103.0 and PV pol inh FP z-score 0.
For COc1ccc(CNC(=O)c2cn(C)c(=O)c3ccccc23)cc1 the results were PV pol inh 101.0 and PV pol inh FP z-score 0.
For O=C(O)CCN1C(=O)c2cc(Cl)c(Cl)cc2C1=O the results were PV pol inh 103.0 and PV pol inh FP z-score 0.3.
Screening COc1cccc(/C=C/c2nc(C#N)c(N(C)Cc3ccccc3)o2)c1 returned PV pol inh 103.0 and PV pol inh FP z-score -1.3.
`COCCCn1cc(C(=O)c2cc(F)ccc2O)cc(C#N)c1=O` gave PV pol inh 108.0 and PV pol inh FP z-score 0.6.
O=C(CC(SCc1ccco1)c1ccc(OC(F)F)cc1)c1ccco1 (centres undefined) was read as PV pol inh 102.0 and PV pol inh FP z-score 0.1.
Screening CSc1ccc2nnc(-c3cccnc3)n2n1 returned PV pol inh 102.0 and PV pol inh FP z-score 0.1.
Screening Clc1ccccc1CNCc1ccccc1 returned PV pol inh 107.0 and PV pol inh FP z-score 0.4.
N#Cc1cccc(OCC(=O)NC(=O)NCc2ccccc2)c1 was read as PV pol inh 100.0 and PV pol inh FP z-score -0.1.
`COCCn1c(O)c(/C=N/Nc2nnc(C)c(=O)[nH]2)c(=O)[nH]c1=S` gave PV pol inh 117.0 and PV pol inh FP z-score 1.7.
Screening COc1ccc(CNC(=O)c2ccc(NC(=O)N3CCSc4ncccc43)cc2)c(OC)c1 returned PV pol inh 102.0 and PV pol inh FP z-score -0.6.
For Cc1cc2ncn(CCC(=O)NC(C)(C)C)c2cc1C the results were PV pol inh 102.0 and PV pol inh FP z-score 0.1.
`Cc1oc2ccc(O)c(CN(C)Cc3ccccc3)c2c1C(=O)Nc1cccc(C(F)(F)F)c1` gave PV pol inh 112.0 and PV pol inh FP z-score 0.9.
`COc1cccc(-c2nnc(SCCOc3ccccc3)n2C)c1` gave PV pol inh 100.0 and PV pol inh FP z-score -0.3.
CC(Sc1ccccc1)C(=O)NCc1ccco1 (centres undefined) was read as PV pol inh 102.0 and PV pol inh FP z-score 0.
For COc1cc(/C=N/NC(=O)CSc2nc(C)cc(C)n2)ccc1O the results were PV pol inh 100.0 and PV pol inh FP z-score -0.3.
For CN=C(c1ccc(C)cc1)n1c(=S)nc(-c2ccc(C)cc2)n(C)c1=S the results were PV pol inh 104.0 and PV pol inh FP z-score 0.5.

Not a retest: 4 of the compounds above.
For COc1ccc(CNC(=O)c2cn(C)c(=O)c3ccccc23)cc1 the results were PV pol inh 101.0 and PV pol inh FP z-score 0.
For O=C(O)CCN1C(=O)c2cc(Cl)c(Cl)cc2C1=O the results were PV pol inh 103.0 and PV pol inh FP z-score 0.3.
Screening COc1cccc(/C=C/c2nc(C#N)c(N(C)Cc3ccccc3)o2)c1 returned PV pol inh 103.0 and PV pol inh FP z-score -1.3.
`COCCCn1cc(C(=O)c2cc(F)ccc2O)cc(C#N)c1=O` gave PV pol inh 108.0 and PV pol inh FP z-score 0.6.

Screening data deposited in PubChem BioAssay by ICCB-Longwood Screening Facility, Harvard Medical School.

An excerpt; count on the stated rates, not on these rows.
